Screening results as filed in PubChem BioAssay.
S1P3 antagonist = S1P3 (human) receptor antagonism | Q99500 | CHO S1P3 NFAT-BLA reporter, FRET fluorescence, antagonist mode | inhibition, % at 4.98 µM | hit rate 0.27% among 170,000 | AID 485;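 active = inhibition above the plate cutoff, the mean inhibition of test wells on that plate plus 3 SD, cut at about 28% in these data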;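 also: cells challenged with S1P at its EC80 of 0.8 µM; blue over green emission ratio from cleaved BLA substrate after 4 h stimulation; 0% = S1P-stimulated wells and 100% = unstimulated DMSO-only wells; some compounds past the cut are filed as inactive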
Target sequence (Q99500 whole entry, looked up): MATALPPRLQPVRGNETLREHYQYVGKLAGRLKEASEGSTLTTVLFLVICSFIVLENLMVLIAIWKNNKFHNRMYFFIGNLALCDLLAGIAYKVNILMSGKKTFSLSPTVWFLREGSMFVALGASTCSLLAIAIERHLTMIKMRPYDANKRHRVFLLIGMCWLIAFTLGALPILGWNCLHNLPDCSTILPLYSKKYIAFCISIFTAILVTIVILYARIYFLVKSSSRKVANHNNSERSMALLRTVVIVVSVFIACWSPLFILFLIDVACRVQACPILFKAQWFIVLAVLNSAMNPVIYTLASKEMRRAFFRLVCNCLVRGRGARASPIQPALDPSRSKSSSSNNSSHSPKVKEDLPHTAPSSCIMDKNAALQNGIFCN
L major viab = reduces viability of Leishmania major promastigotes | resazurin fluorescence viability | inhibition, % at 10 µM | hit rate 9% among 200,000;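 also: promastigotes grown with compound for 44 hours at 28 °C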
Diaph act CS = activates diaphorase or chemically reduces, flagging diaphorase assay artifacts. hit rate 0.005% among 190,000. Diaphorase/resazurin coupled assay, resorufin fluorescence, 16 min; hits give high values; 1 = vehicle wells, 0 = NADH-free wells. AID 1229. activation factor at 20 µM;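 active = diaphorase activity raised at least twofold by the compound at 20 µM; inactive = activation factor below 2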
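Material: purified diaphorase enzyme from Clostridium kluyveri / Medium: HEPES pH 7.4 buffer with MgCl2 and Tween 20 / Schedule: enzyme reaction of 16 min at room temperature / Measured by: resorufin fluorescence, excitation 544 nm, emission 590 nm / Evaluation: rise in resorufin formation, marking diaphorase activation or chemical reduction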
Diaph inh CS = inhibits diaphorase or chemically oxidizes, flagging diaphorase assay artifacts; diaphorase resazurin-to-resorufin fluorescence, NADH, 16 min; bacterial (C. kluyveri) enzyme, not human; AID 1217; hit rate 0.69% among 190,000; inhibition, % at 20 µM;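 active = primary screen inhibition at 20 µM above a set limit, cut at about 50% in these data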;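 also: plate controls were DMSO with full reaction for no effect and wells lacking NADH for full effect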
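Assay system: diaphorase enzyme from Clostridium kluyveri; Input: enzyme working solution with 0.14 U/mL diaphorase; Timing: 16 min at room temperature; Technique: resorufin fluorescence, excitation 544 nm, emission 590 nm; Benchmarks: positive control minus NADH, DMSO neutral control.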
Hsp70 act = transcriptional activators of Hsp70 | activation, % at 10 µM | AID 1203 | HeLa Hsp70 promoter luciferase reporter, luminescence; scaled: vehicle 0, proteasome-inhibitor control 100% | hit rate 0.04% among 200,000;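 active = activation above the mean across all tested compounds plus 3 SD, cutoff set per campaign, cut at about 5.5% in these data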;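 also: 100% = MG132 at 30 µM as the positive control and 0% = DMSO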
DTT redox prof = compounds producing H2O2 with reducing agent – biochemical, NIH compound library profiling, artefact control for MLSCN library redox annotation, primary screen. DTT-dependent redox cycling H2O2, phenol red/HRP absorbance; 100% = 100 µM peroxide control, 0% = buffer. activation, % at 10 µM. hit rate 0.03% among 200,000. AID 878;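 active = activation of at least 50% relative to the plate's high and low controls in the primary single-dose screen; inactive = activation below 50%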;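 also: compound incubated with DTT at 0.8 mM final as the reducing agent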
G6PDH counter = inhibits Leuconostoc G6PDH, flagging false hits in G6PDH-based assays. hit rate 0.12% among 200,000. AID 1020. Purified L. mesenteroides G6PDH, diaphorase/resazurin coupled fluorescence, 45 min. inhibition, % at 5 µM
TLR4 MyD88 comp = blocks binding of human TLR4 to MyD88. O00206+Q99836. inhibition, % at 8.4 µM. hit rate 0.18% among 200,000. HeLa CL3-4 TLR4/MyD88 BLA complementation, FRET ratio; in the data active = inhibition above about 25%;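 also: 0% = vehicle and 100% = reference inhibitor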
PMI activator = phosphomannose isomerase (human) activation; P34949; purified human PMI, coupled resazurin fluorescence, 20 min; hits give high values; 1 = vehicle control, 0 substrate-free wells; activation factor at 20 µM; hit rate 0.005% among 190,000; AID 1214;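 active = activation factor of 2 or more at 20 µM, relative to plate controls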
Target sequence (P34949 whole entry, looked up): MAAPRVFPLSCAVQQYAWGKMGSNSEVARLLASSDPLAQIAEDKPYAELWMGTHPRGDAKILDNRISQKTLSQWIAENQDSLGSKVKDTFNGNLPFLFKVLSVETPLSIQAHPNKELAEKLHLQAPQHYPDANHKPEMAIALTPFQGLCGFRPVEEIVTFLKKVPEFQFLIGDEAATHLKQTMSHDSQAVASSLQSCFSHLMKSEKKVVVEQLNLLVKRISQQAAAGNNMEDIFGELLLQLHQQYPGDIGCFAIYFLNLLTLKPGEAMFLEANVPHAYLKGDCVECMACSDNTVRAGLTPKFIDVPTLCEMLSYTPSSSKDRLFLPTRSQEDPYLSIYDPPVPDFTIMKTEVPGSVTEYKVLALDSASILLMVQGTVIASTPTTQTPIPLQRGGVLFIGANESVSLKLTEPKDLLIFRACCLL
PMI act satM6P = activators of human phosphomannose isomerase at near-saturating mannose 6-phosphate; P34949; coupled PMI enzyme assay, resazurin fluorescence, 20 min; hits give high values; 1 = untreated enzyme, 0 = substrate-free blank; activation factor at 20 µM; hit rate 0.34% among 190,000;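 active = activation factor of 2 or more at 20 µM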
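Material: human phosphomannose isomerase with PGI, G6PDH, diaphorase coupling enzymes. Quantity: 15 ng/mL PMI. Medium: HEPES pH 7.4 buffer with MgCl2 and Tween-20. Reagent: Near-saturating mannose-6-phosphate, 1.0 mM. Compound: 20 µM single dose. Times: enzyme reaction with compound 20 min at room temperature. Detection: resorufin fluorescence at Ex 544/Em 590 nm.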
RAM inhibit = blocks the yeast RAM network | S. cerevisiae dse1pr::URA3 reporter, 5-FOA growth OD615, 2 d; analog-sensitive cbk1-as2 kinase mutant strain | inhibition, % at 50 µM | hit rate 1.8% among 190,000 | AID 868;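 active = inhibition above a set limit, 3 SD over mean compound inhibition, cut at about 8.4% in these data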;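 also: 0% = DMSO-only wells with no growth and 100% = 10 µM 1-NA-PP1 full growth; inhibition rescues growth on 5-FOA so higher OD means more RAM inhibition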
* hit, by the source's call; x = no result given. Rule as the data show it, unless noted: active = inhibition above about 50%; inactive = the rest. Rows were taken by chance; about 12% have a hit in one of these screens.

mol	Hsp70 act	S1P3 antagonist	Diaph act CS	PMI activator	L major viab	RAM inhibit	PMI act satM6P	G6PDH counter	Diaph inh CS	TLR4 MyD88 comp	DTT redox prof
Cc1ccc(-n2nc(C)c(/C=N/NC(=O)c3cccs3)c2Cl)cc1	-0.4	13	0.9	0.8	-4	5.3	1	12	8	-9	0.3
Cc1cc(=O)[nH]c(SCC(=O)NCc2ccco2)n1	-0.1	-20	0.9	1	-5	1.4	1	5	8	14	3.1
COc1ccc(OC)c(/C=N\NC(=O)CC(=O)NCCc2ccccc2)c1	-0.3	-15	1.1	1.1	-2	0.1	1	2	-10	0	-0.6
CCCc1cc(-c2nc(-c3ccc(C)cc3)cs2)ccn1	-0.2	6	0.9	1.1	18	-1.0	1.1	11	14	3	-0.5
COc1ccc2c(c1)Cc1sc(NC(=O)c3cccnc3)nc1-2	-0.1	5	0.7	0.8	55*	1.9	0.4	18	28	-4	-0.1
COc1ccc(C(C(=O)NC2CCCC2)N(C(=O)c2snc(-c3ccc(F)cc3)c2N)c2ccc(F)cc2)cc1 (stereo unspecified)	0.2	x	1	1.1	71*	7.8	1.1	-4	-1	6	-3.0
CCN(CC)c1ccc2cc(C(C)=O)c(=O)oc2c1	0.4	x	0.9	0.9	11	-0.7	1	1	14	-5	-3.9
COc1cccc(N/C(SC)=C(/C#N)C(N)=O)c1	0.1	x	0.9	1	-1	0.6	1.1	1	7	-3	2.5
Cc1cc(C)n(C(=O)c2sc3cc(F)ccc3c2Cl)n1	-0.3	8	1	0.9	-7	2.9	1	-2	3	-5	0.1
Cc1ncc(CN2CCN(CCC(C)C)C(CCO)C2)s1 (stereo unspecified)	-0.2	-17	0.9	1	29	0.1	0.9	-2	11	-1	-1.2
O=C1c2ccccc2C(=O)N1c1cccc(-c2nc3ccccc3o2)c1	-0.5	7	1	1	-6	3.4	1.1	4	-2	2	-3.0
CCN(CC)S(=O)(=O)c1ccc(NC2c3ccccc3C(=O)N2Cc2ccc3c(c2)OCO3)cc1 (stereo unspecified)	-0.3	12	0.6	0.9	22	3.2	0.9	6	42	5	-1.4
COC(=O)CN1C(=O)C(O)(CC(=O)c2ccc(C)cc2)c2cc(Br)ccc21 (stereo unspecified)	-0.4	-23	0.9	1	-8	2.4	1.1	-4	14	-4	-0.1
COCCNC(C)C(=O)Nc1ccc(Br)cc1 (stereo unspecified)	-0.1	-23	0.8	1	-5	0.7	1.1	3	17	-6	-3.5
O=C(/C=C/c1ccc2c(c1)OCCCO2)c1ccc2ccccc2c1O	-0.2	9	0.8	1	-2	12*	0.9	2	16	11	1.9
CCC(=O)Nc1ccc(N2CCOCC2)c(S(=O)(=O)Nc2ccc(OC)cc2)c1	0.1	-23	1.1	1.2	10	0.1	1.1	-2	-9	-9	0.2
COc1cccc(Oc2coc3c(CN4CCOCC4)c(O)ccc3c2=O)c1	-0.1	12	0.8	1	1	3.5	1	3	18	7	0.1
Cc1cc(NC(=O)C2CC(c3ccc(F)cc3)=NO2)n(-c2ccccc2)n1 (stereo unspecified)	-0.3	-20	1.1	1.1	-2	0.3	1	2	-11	-6	-1.6
COc1ccc(C(=O)NNC(=O)CSc2nnc(COc3ccc4ccccc4c3)n2C)cc1	-0.2	x	0.9	1	-14	7.0	0.9	4	13	0	-4.6
Cc1csc2ncc(C(=O)NCc3ccc4c(c3)OCO4)c(=O)n12	x	-1	1	1	x	x	1	9	3	x	x
COC(=O)c1ccc(NC(=O)c2ccccc2NS(=O)(=O)c2ccccc2)cc1	-0.2	x	0.8	0.9	-3	1.4	0.9	3	24	7	1.8
O=C1CN(C(=O)COC(=O)CCCOc2ccccc2)c2ccccc2N1	0.0	-19	1.1	1.1	-7	2.0	1	2	-7	-13	0.4
N#CC1=C(N)N2C(=C(C#N)C13CCN(Cc1ccccc1)CC3)Nc1ccccc12	-0.4	-28	0.8	0.8	6	-0.3	0.8	-13	20	-4	2.0
CCN(CC(=O)NC1CCS(=O)(=O)C1)C(=O)C(c1ccccc1)c1ccccc1 (stereo unspecified)	-0.2	x	0.9	0.9	-8	1.6	0.9	7	8	0	0.4
Cc1ccc(-c2cc(-c3ccc(C)o3)nc(N)c2C#N)cc1	-0.3	-16	0.8	0.9	28	1.3	1.4	-2	22	-9	-6.2
COc1ccc(CC(=O)Nc2cccc3ncccc23)cc1OC	-0.3	2	1	1	0	1.4	1.1	11	0	-20	-0.2
CC(C)C1Cc2[nH]c(=O)c(C(=O)O)cc2CO1 (stereo unspecified)	-0.5	-22	0.9	0.9	-6	1.0	0.8	1	12	-2	-0.3
Cc1cc(O)ccc1NC1=CC(=O)CC(C)(C)C1	-0.2	-27	1	1	1	1.9	0.8	1	4	3	-0.4
O=C(Cc1ccccc1F)Nc1nc2ccccc2[nH]1	-0.6	-9	0.9	0.9	7	3.2	1	8	10	11	0.1
Cc1ccccc1CSc1nnc(NC(=O)C2COc3ccccc3O2)s1 (stereo unspecified)	0.0	x	1	1	-8	2.0	1	6	4	-6	-4.3

Shown with each value named: three of the compounds above
COc1ccc(CC(=O)Nc2cccc3ncccc23)cc1OC
  Hsp70 act: -0.3	S1P3 antagonist: 2	Diaph act CS: 1	PMI activator: 1	L major viab: 0	RAM inhibit: 1.4	PMI act satM6P: 1.1	G6PDH counter: 11	Diaph inh CS: 0	TLR4 MyD88 comp: -20	DTT redox prof: -0.2
N#CC1=C(N)N2C(=C(C#N)C13CCN(Cc1ccccc1)CC3)Nc1ccccc12
  Hsp70 act: -0.4	S1P3 antagonist: -28	Diaph act CS: 0.8	PMI activator: 0.8	L major viab: 6	RAM inhibit: -0.3	PMI act satM6P: 0.8	G6PDH counter: -13	Diaph inh CS: 20	TLR4 MyD88 comp: -4	DTT redox prof: 2.0
CCC(=O)Nc1ccc(N2CCOCC2)c(S(=O)(=O)Nc2ccc(OC)cc2)c1
  Hsp70 act: 0.1	S1P3 antagonist: -23	Diaph act CS: 1.1	PMI activator: 1.2	L major viab: 10	RAM inhibit: 0.1	PMI act satM6P: 1.1	G6PDH counter: -2	Diaph inh CS: -9	TLR4 MyD88 comp: -9	DTT redox prof: 0.2

(continued)
mol	Hsp70 act	S1P3 antagonist	Diaph act CS	PMI activator	L major viab	RAM inhibit	PMI act satM6P	G6PDH counter	Diaph inh CS	TLR4 MyD88 comp	DTT redox prof
O=S1(=O)N=C2CCCN2C(c2ccc(F)cc2)N1 (stereo unspecified)	-0.2	-15	0.9	1	8	2.5	1	-2	12	10	0.1
COc1cc(C(=O)OCC(=O)Nc2sccc2C(N)=O)cc(OC)c1OC	-0.2	-2	0.9	0.9	0	3.0	1	0	15	4	-1.2
COc1ccc(NC(=S)N(CCCN2CCN(C)CC2)Cc2cccs2)cc1	-0.2	-14	0.9	0.9	4	0.5	0.9	4	12	-19	-0.2
CCN(CC)S(=O)(=O)c1ccc(NC(=O)C2CCCN(C(=O)c3ccc(Cl)cc3)C2)cc1 (stereo unspecified)	-0.5	-10	0.9	0.9	97*	2.4	1.1	-5	12	-10	0.3
CCN1CCN(C(=O)c2cc3c(-c4ccc(Cl)cc4)nn(C)c3s2)CC1	0.1	12	0.9	1	52*	0.3	1	1	9	-1	-0.4
CC(=O)Oc1ccc2c(=O)c(Oc3ccccc3)coc2c1OC(C)=O	-0.1	0	0.5	0.5	-3	2.1	0.9	14	49	-1	-0.1
CCOC(=O)c1sc(NC(=O)CSc2nc(C)cc(C)c2C#N)c(C#N)c1C	0.1	x	1	1	-7	2.3	1.1	0	3	-10	-4.3
O=C(O/N=C(/c1ccccc1)c1ccncc1)c1ccccc1[N+](=O)[O-]	-0.4	-1	0.8	1	-6	0.5	0.9	11	20	1	-0.3
CCC(=O)Nc1ccc(C(=O)OCC(=O)c2ccc(C)c([N+](=O)[O-])c2)cc1	-0.5	x	1.1	1.1	-6	3.3	1	2	-8	2	1.9
O=C(O)c1cccc(N2CCCCS2(=O)=O)c1	-0.4	-19	1	1	-7	1.3	1.1	-2	-4	1	-1.1
COc1cccc2cc(C(C)N(CCCN3CCOCC3)C(=S)Nc3cc(C)ccc3C)oc12 (stereo unspecified)	-0.2	-5	0.8	0.9	40	1.8	0.9	4	16	-3	-2.7
CCN(CC)S(=O)(=O)c1ccc(Cl)c(C(=O)Oc2cccc(-c3cnc4ccccc4n3)c2)c1	0.3	x	0.9	1	-6	7.4	1.1	-3	13	3	-1.3
CCCOc1ccc(N2C(=O)CC(N(CCC)C(=O)CCC(=O)O)C2=O)cc1 (stereo unspecified)	-0.3	x	0.9	0.9	-4	1.0	0.9	7	12	-4	-2.7
